TrxR1 substrate – substrates of rat thioredoxin reductase 1 | purified TrxR1 substrate turnover, NADPH consumption readout | 390,000 tested, 0.01% active | AID 588456 | Potency, µM (series often up to 114 µM), inactives show at the highest dose activity change, negative = substrate turnover | O89049; further: potency means the concentration at half of the fitted maximal effect; on the % scale 0 is the no-effect control and ±100 the full control effect; nearly all actives have a fitted effect of over 50% in size
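Rat TrxR1, dispensed at 90 nM, was prereduced with 400 uM NADPH (final) for 5 min at ~22 deg C, then incubated with compound 15 min before 400 uM selenite. A first-read NADPH fluorescence drop versus no-compound background flagged substrates.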
GRP78 ERSR act – ER stress response induction in glioma; U87-MG GRP78 promoter luciferase reporter, 16 h; Potency, µM, inactives show at the top dose activation, actives largely listed as activators; 420,000 tested, 0.02% active; AID 602332; further: potency means the concentration at half of the fitted maximal effect; series mostly up to about 76 µM; % of control where 0% means no effect; nearly all actives have a fitted effect of over 35% in size
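ERSR induction read as luciferase luminescence (Bright-Glo, 10 min at room temperature) in stably transfected human U87-MG glioma cells exposed to compounds for 16 h, using GRP78 as sensor.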
USP1 inh – inhibitors of human USP1/UAF1 deubiquitinase. O94782. recombinant USP1/UAF1, Ub-Rhodamine cleavage fluorescence. Potency, µM (highest dose often 57.1 µM), inactives show top-dose activity change, negative = inhibition, usual class: inhibitors. 390,000 tested, 0.23% active; further: potency means the concentration at half of the fitted maximal effect; on the % scale 0 is the no-effect control and ±100 the full control effect; nearly all actives have a fitted effect of over 60% in size; inactives centre near -12
Target sequence (O94782 whole entry, looked up): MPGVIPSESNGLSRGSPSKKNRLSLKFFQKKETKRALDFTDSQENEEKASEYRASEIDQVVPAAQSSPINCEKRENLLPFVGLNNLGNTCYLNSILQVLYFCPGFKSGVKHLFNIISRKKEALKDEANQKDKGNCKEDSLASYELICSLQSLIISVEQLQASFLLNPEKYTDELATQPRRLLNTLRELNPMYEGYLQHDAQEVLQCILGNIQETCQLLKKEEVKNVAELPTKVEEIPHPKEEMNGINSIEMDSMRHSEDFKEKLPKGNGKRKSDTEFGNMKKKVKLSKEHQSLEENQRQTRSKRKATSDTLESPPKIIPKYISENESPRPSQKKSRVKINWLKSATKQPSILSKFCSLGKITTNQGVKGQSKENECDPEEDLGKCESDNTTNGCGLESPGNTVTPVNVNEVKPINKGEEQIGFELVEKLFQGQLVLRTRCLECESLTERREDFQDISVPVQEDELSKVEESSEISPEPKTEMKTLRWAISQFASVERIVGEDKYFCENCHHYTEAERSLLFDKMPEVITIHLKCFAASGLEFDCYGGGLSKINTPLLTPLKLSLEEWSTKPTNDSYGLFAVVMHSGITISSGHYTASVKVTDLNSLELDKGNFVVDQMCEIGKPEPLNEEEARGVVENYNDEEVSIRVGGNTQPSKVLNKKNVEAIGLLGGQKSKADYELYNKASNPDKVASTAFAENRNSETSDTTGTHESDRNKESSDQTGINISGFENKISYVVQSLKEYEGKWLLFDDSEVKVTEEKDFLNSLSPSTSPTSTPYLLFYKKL
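High-throughput fluorogenic screen: 1nM USP1/UAF1 complex, Ub-Rho substrate 150nM final, 50mM HEPES pH 7.8 with 0.5mM EDTA, 0.1 mg/ml BSA, 1mM TCEP and 0.01% Tween-20.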
LDHA block – blocks human lactate dehydrogenase A | P00338 | 480,000 tested, 0.15% active | purified LDHA, NADH/diaphorase-resazurin fluorescence; hits give low values | activity change, % (values are at about 110 or 230 µM) | AID 1347041; in the data active means activity change below about -30%; inconclusive means mostly about -25% to -30%;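 further: plate controls were DMSO wells for no effect and wells without enzyme for full effect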
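Remaining NADH was detected by diaphorase (0.133 mg/mL) converting 37 µM resazurin to fluorescent resorufin, read at 0 and 20 minutes. The preceding 5-minute room-temperature reaction used 2 nM LDHA, 0.2 mM sodium pyruvate and 0.06 mM NADH at pH 7.4.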
RGS4 inh – human RGS4 inhibition; P49798; Transcreener GDP fluorescence polarization, RGS4-accelerated GTP hydrolysis; Potency, µM (series often up to 114 µM), for inactives: top-dose activity change, negative = inhibition, most hits filed as inhibitors; 390,000 tested, 0.039% active; AID 504845; further: potency means the concentration at half of the fitted maximal effect; on the % scale 0 is the no-effect control and ±100 the full control effect; nearly all actives have a fitted effect of over 75% in size; some results filed as inactive show a strong effect at the top dose
Target sequence (P49798 whole entry, looked up): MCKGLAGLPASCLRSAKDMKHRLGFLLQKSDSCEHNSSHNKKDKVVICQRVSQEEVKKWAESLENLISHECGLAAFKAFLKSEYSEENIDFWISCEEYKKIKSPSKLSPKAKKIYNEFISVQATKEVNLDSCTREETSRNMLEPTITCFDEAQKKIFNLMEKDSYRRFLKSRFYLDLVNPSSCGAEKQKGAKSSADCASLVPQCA
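MLSMR compounds (23 nl, pin-transferred) preincubated 10 min at room temperature with a 500nM (2x) first reagent, then RGS4 at 900nM (2x) plus Transcreener GDP mix added; fluorescence polarization (620/688 nm) read before and after 90 min at 30 °C.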
Vif-APOBEC3G blk – blocks the Vif interaction with human APOBEC3G. Q9HC16. Potency, µM (doses to about 46.1 µM), inactives show at the top dose activity, negative = active, most hits filed as inhibitors. HeLa A3G-eYFP + Vif (tagged APOBEC3G with the HIV-1 protein that degrades it), YFP fluorescence, overnight. AID 602310. 410,000 tested, 0.076% active;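 further: potency means the concentration at half of the fitted maximal effect; on the % scale 0 is the no-effect control and ±100 the full control effect; nearly all actives have a fitted effect of over 60% in size; hits raise eYFP signal because A3G escapes Vif-driven loss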
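HeLa cells stably expressing Vif and C-terminally eYFP-tagged A3G, seeded overnight at 37 deg C, then exposed to compound by pintool overnight at 37 deg C. Rise in yellow fluorescence (Ex 488/Em 500-530, Acumen) marks blocked Vif-driven A3G degradation.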
mIDH1 inhibitor – human IDH1 R132H inhibition | O75874 | IDH1-R132H enzyme, NADPH consumption, diaphorase/resazurin fluorescence | Potency, µM (titrated, usually from 76.6 µM), for the others: top-dose activity change, negative = inhibition, usual class: inhibitors | 390,000 tested, 0.093% active | AID 602179; further: potency means the concentration at half of the fitted maximal effect; on the % scale 0 is the no-effect control and ±100 the full control effect; nearly all actives have a fitted effect of over 65% in size
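IDH1-R132H (0.5 ug/mL) preincubated 30 min with compound, then NADPH (0.016 mM) and alpha-KG (2 mM) added; 80 min at RT, pH 7.5. Remaining NADPH coupled via diaphorase/resazurin to fluorescence (540/590 nm); concentration-response curves normalized to no-enzyme control.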
Vif-APOBEC3F blk – inhibitors of Vif-A3F interaction. HeLa A3F-eYFP + Vif (tagged APOBEC3F with the HIV-1 protein that degrades it), YFP fluorescence increase. 390,000 tested, 0.2% active. Potency, µM (titrated, usually from 46.1 µM), for inactives: at the top dose activity, negative = active; further: potency means the concentration at half of the fitted maximal effect; % of control where 0% means no effect; nearly all actives have a fitted effect of over 65% in size
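Fluorescence increase (Ex 488/Em 500-530) after overnight compound treatment at 37 deg C flags inhibition of Vif-driven A3F-eYFP loss in stable HeLa A3F-eYFP/Vif cells seeded overnight beforehand.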
TrxR1 inh – inhibitors of rat thioredoxin reductase 1; O89049; recombinant rTrxR1, NADPH fluorescence consumption, selenite substrate; Potency, µM (series often up to 114 µM), without a hit: at the highest dose activity change, negative = inhibition, most hits filed as inhibitors; 390,000 tested, 1% active; AID 588453; further: potency means the concentration at half of the fitted maximal effect; on the % scale 0 is the no-effect control and ±100 the full control effect; nearly all actives have a fitted effect of over 65% in size
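Rat TrxR1 (90 nM in the dispensed reagent) was pre-reduced with 400 uM NADPH for 5 min at room temperature, then incubated with compound for 15 min. After 400 uM selenite was added, NADPH fluorescence (Ex 340/Em 450 nm) was followed for 8 min.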
An asterisk follows results filed as active; u = inconclusive; x = not tested or not shown; & = joins results of further samples; [ ] = remark or other dose. Unless noted, the call rests on the fitted dose curve; in most records, active means well fitted curve in the direction sought with a large enough effect; inconclusive means small, poorly fitted or top-dose-only effect, or another doubt; inactive means no such curve, though single readings can be large; an effect the other way counts as inactive or inconclusive. An excerpt; the hit share may differ from the screen's.

SMILES	TrxR1 substrate	GRP78 ERSR act	USP1 inh	LDHA block	RGS4 inh	Vif-APOBEC3G blk	mIDH1 inhibitor	Vif-APOBEC3F blk	TrxR1 inh
O=C(NCCc1ccc(F)cc1)C(=O)NCC(c1ccco1)S(=O)(=O)c1ccccc1 (stereo unspecified)	4%[57.1 µM]	2%	-23%	-4	25%	-3%	0%	7%	9%[57.1 µM]
COc1ccc(-c2oc3ncn4nc(COc5ccc(C)cc5)nc4c3c2-c2ccc(OC)cc2)cc1	5%	-2%	-11%	-3	-19%	-2%	0%	0%	-2%
Cc1ccc(NC(=O)C(=O)NCCc2csc3nc(-c4ccccc4C)nn23)cc1Cl	-14%[57.1 µM]	-1%	-1%	-10&-8	-5%	1%	-18%	1%	-15%[57.1 µM]
COc1ccccc1CNC(=O)C1CCN(S(=O)(=O)c2ccc(-n3cnnn3)cc2)CC1	3%	-2%	-22%	-10	9%	4%	-2%	9%	17%
Cc1ccccc1-n1c2nc(=O)n(C)c(=O)c-2cc2ccccc21	76%[activator][57.1 µM]	-2%	-10%	0	-26%	-3%	10%	-3%	5%[57.1 µM]
Cc1cc(=O)oc(C)c1C(=O)NCc1ccccn1	1%	-4%	-9%	8	5%	0%	5%	-19%	6%
Cc1ccc(S(=O)(=O)c2cn(CC(=O)Nc3ccc4c(c3)OCO4)c3ccc(C)cc3c2=O)cc1	5%	-3%	-27%	1	4%	-3%	-11%	-7%	16%
COc1ccc(/C=C(\C#N)c2nc(-c3cc4ccccc4oc3=O)cs2)cc1OC	-2%	-3%	-9%	-5	-9%	-22%	0%	u	7%
CC[C@]12c3[nH]c4cc(-c5ccco5)ccc4c3CCN1C(=O)[C@@H](CC(=O)NCC13CC4CC(CC(C4)C1)C3)C[C@@H]2C(=O)N1CCN(C(=O)C2CC2)CC1	13%	-4%	-27%	-1	-17%	-6%	0%[38.3 µM]	-8%	26%
CCc1nnc(NC(=O)CN2CCOCC2)s1	5%[57.1 µM]	-1%	-8%	0	12%	1%	-2%	2%	-7%[57.1 µM]
O=C(Nc1nc(-c2ccc3c(c2)OCCO3)cs1)c1ccc(S(=O)(=O)N2CCCCC2)cc1	1%	-4%	-20%	1	-20%	2%	2%	-10%	36%[activator]
COc1ccc(C2=NN(S(=O)(=O)c3ccccc3)C(c3ccccc3)C2)cc1 (stereo unspecified)	0%	-1%	-13%	-9	0%	-12%	0%	16%	20%
COCC(=O)N1CCN(c2cccc(Cl)c2)CC1	5%[57.1 µM]	4%	-3%	-2	5%	1%	-4%	8%	34%[57.1 µM]
COc1ccc(C(C(=O)OC(C)CN(C)C)c2ccccc2)cc1 (stereo unspecified)	7%[57.1 µM]	-5%	-10%	-6	-28%	1%	0%	3%	1%[57.1 µM]
CC(OC(=O)c1ccc(S(=O)(=O)N2CCCCC2)cc1)C(=O)Nc1ccc(C(N)=O)cc1 (stereo unspecified)	-1%	-2%	-8%	-5	-6%	0%	-18%	3%	24%
CN(Cc1ccccc1)C(=O)COC(=O)c1ccc(S(=O)(=O)N(C)C)cc1	10%[57.1 µM]	-3%	-17%	0	-43%	-3%	-3%	3%	10%[57.1 µM]
Cc1ccoc1C(=O)N1CCCC(CO)(Cc2ccc(F)cc2)C1 (stereo unspecified)	3%	-5%	-22%	-1	-9%	1%	0%	-4%	9%
O=C(NCCc1ccccc1)c1ccc(Cn2c(SCc3ccc(F)cc3)nc3cccnc32)cc1	5%	-4%	-11%	-10	-19%	1%	13%	1%	11%
O=[N+]([O-])c1ccc2nc(-[n+]3c(-c4ccccc4)cc(-c4ccccc4)cc3-c3ccccc3)[nH]c2c1	-23%	-2%	-14%	-10	-12%	-28%	4%	-2%	-18%
Cc1cc2c(s1)c1cnn(CC(=O)N3CCOCC3)c(=O)c1n2C	9%	-2%	x	0	-16%	0%	x	x	31%
C=CCn1c(SCC(=O)Nc2nc3ccccc3s2)nnc1-c1ccccc1O	4%	0%	-15%	-7	21%	-1%	7%	-8%	17%
COc1cccc(/C=C2\SC(=O)N(CCC(=O)N3CCC(C(=O)O)CC3)C2=O)c1	1%	-6%	-23%	-2	-17%	-2%	3%	5%	10%
Cn1c(=O)n(C)c2cc([N+](=O)[O-])c(N3CCN(S(=O)(=O)c4ccc5ccccc5c4)CC3)cc21	8%	-1%	-5%	-8	27%	-1%	1%	-1%	10%
Nc1ccccc1NC(=O)NC(=O)c1ccccc1	-7%[57.1 µM]	-3%	-15%	2	13%	1%	9%	-13%	11%[57.1 µM]
Cc1ccc(C)c(N2CN(Cc3cccnc3)CNC2=S)c1	-11%	-1%	-6%	-21	22%	0%	-1%	-2%	-23%
The list continues:
SMILES	TrxR1 substrate	GRP78 ERSR act	USP1 inh	LDHA block	RGS4 inh	Vif-APOBEC3G blk	mIDH1 inhibitor	Vif-APOBEC3F blk	TrxR1 inh
c1coc(C2=Nc3cccc4cccc(c34)N2)c1	-7%	0%	-18%	29	-9%	-3%	0%	-4%	35µM*
Cc1cccc(CSc2nc3ccncc3n2Cc2ccc(C(=O)O)cc2)c1	6%	0%	-11%	-3	-4%	0%	22%	2%	-4%
COC(=O)c1ccc(CSc2nnc(NC(=O)C3CC(=O)N(c4ccc5c(c4)OCCO5)C3)s2)cc1 (stereo unspecified)	-17%	-1%	-18%	-2	-36%	2%	1%	-13%	-5%
COc1ccc(OCC(=O)NNC(=O)c2cccc(C)c2)cc1	-6%	0%	-9%	1	2%	0%	0%	-1%	-21%
CCOC(=O)c1[nH]c(C)c(CCC(=O)Nc2ccc(Br)c(C)c2)c1C	1%[57.1 µM]	-1%	0%	-3	-3%	-7%	-13%	-5%	25%[57.1 µM]
COc1cc2ccc(=O)oc2c(O)c1O	-11%	1%&12%&-2%	-20%	12	-22%	2%	-11%	-3%	u
Nc1nc(=S)[nH]c2c1C1(CCCCC1)Cc1ccccc1-2	-3%	0%	1%	0	-16%	0%	0%	-11%	5%
CC(=O)C1=C(O)C(=O)N(Cc2ccccc2)C1c1ccccc1F (stereo unspecified)	-6%	-2%	-9%	-1	18%	1%	5%	1%	-21%
O=C(COc1cc(Cl)ccc1Cl)Nc1ccc2c(c1)CCC2	9%[57.1 µM]	-2%	-8%	0	-9%	0%	4%	20%	21%[57.1 µM]
Cn1c(=O)c2cc(S(=O)(=O)Nc3cc(C(=O)O)cc(C(=O)O)c3)ccc2n(C)c1=O	-7%	-1%	-8%	-10	18%[56.9 µM]	3%	-1%	10%	6%
CCCCNC(=O)c1ccc2c(c1)NC(=O)C(CS(=O)(=O)Cc1ccc(F)cc1Cl)N2 (stereo unspecified)	6%	-1%	u	0	16%	-13%	8%	u	23%
COC(=O)c1ccccc1N=NNc1ccc([N+](=O)[O-])cc1	x	1%	-32%	-13	x	2%	0%	-5%	x
O=C1[C@@H]2C(Cc3ccc(O)cc3)NC3(C(=O)Nc4ccc(F)cc43)[C@@H]2C(=O)N1c1ccc(F)cc1 (stereo partly specified)	6%	-1%	-6%	-4	13%	-5%	6%	-10%	24%

Laid out differently: entries from further up
Each structure is followed by: TrxR1 substrate | GRP78 ERSR act | USP1 inh | LDHA block | RGS4 inh | Vif-APOBEC3G blk | mIDH1 inhibitor | Vif-APOBEC3F blk | TrxR1 inh
- Cc1cccc(CSc2nc3ccncc3n2Cc2ccc(C(=O)O)cc2)c1
→ 6% | 0% | -11% | -3 | -4% | 0% | 22% | 2% | -4%
- COC(=O)c1ccc(CSc2nnc(NC(=O)C3CC(=O)N(c4ccc5c(c4)OCCO5)C3)s2)cc1 (stereo unspecified)
→ -17% | -1% | -18% | -2 | -36% | 2% | 1% | -13% | -5%
- COc1ccc(OCC(=O)NNC(=O)c2cccc(C)c2)cc1
→ -6% | 0% | -9% | 1 | 2% | 0% | 0% | -1% | -21%
- CCOC(=O)c1[nH]c(C)c(CCC(=O)Nc2ccc(Br)c(C)c2)c1C
→ 1%[57.1 µM] | -1% | 0% | -3 | -3% | -7% | -13% | -5% | 25%[57.1 µM]
- COc1cc2ccc(=O)oc2c(O)c1O
→ -11% | 1%&12%&-2% | -20% | 12 | -22% | 2% | -11% | -3% | u
- Nc1nc(=S)[nH]c2c1C1(CCCCC1)Cc1ccccc1-2
→ -3% | 0% | 1% | 0 | -16% | 0% | 0% | -11% | 5%
- CC(=O)C1=C(O)C(=O)N(Cc2ccccc2)C1c1ccccc1F (stereo unspecified)
→ -6% | -2% | -9% | -1 | 18% | 1% | 5% | 1% | -21%
- O=C(COc1cc(Cl)ccc1Cl)Nc1ccc2c(c1)CCC2
→ 9%[57.1 µM] | -2% | -8% | 0 | -9% | 0% | 4% | 20% | 21%[57.1 µM]
- Cn1c(=O)c2cc(S(=O)(=O)Nc3cc(C(=O)O)cc(C(=O)O)c3)ccc2n(C)c1=O
→ -7% | -1% | -8% | -10 | 18%[56.9 µM] | 3% | -1% | 10% | 6%
